Assay outcomes deposited in PubChem BioAssay by The Scripps Research Institute Molecular Screening Center.
CHRM5 agonist: human M5 muscarinic receptor agonists, primary screen, CHO-K1 cells, Fluo-8 calcium fluorescence; CHO-K1 hM5 cells; 0% DMSO wells, 100% maximal acetylcholine response; hit rate 0.19% among 360,000; activation, % at 3 µM; Muscarinic acetylcholine receptor M5 (Homo sapiens), P08912; AID 624037, 2012;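 active = activation above the run's mean over test compounds plus 3 SD, cut at about 23% in these data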;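 note: signal is peak over basal fluorescence ratio across the kinetic read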
Target sequence (P08912 whole entry, looked up): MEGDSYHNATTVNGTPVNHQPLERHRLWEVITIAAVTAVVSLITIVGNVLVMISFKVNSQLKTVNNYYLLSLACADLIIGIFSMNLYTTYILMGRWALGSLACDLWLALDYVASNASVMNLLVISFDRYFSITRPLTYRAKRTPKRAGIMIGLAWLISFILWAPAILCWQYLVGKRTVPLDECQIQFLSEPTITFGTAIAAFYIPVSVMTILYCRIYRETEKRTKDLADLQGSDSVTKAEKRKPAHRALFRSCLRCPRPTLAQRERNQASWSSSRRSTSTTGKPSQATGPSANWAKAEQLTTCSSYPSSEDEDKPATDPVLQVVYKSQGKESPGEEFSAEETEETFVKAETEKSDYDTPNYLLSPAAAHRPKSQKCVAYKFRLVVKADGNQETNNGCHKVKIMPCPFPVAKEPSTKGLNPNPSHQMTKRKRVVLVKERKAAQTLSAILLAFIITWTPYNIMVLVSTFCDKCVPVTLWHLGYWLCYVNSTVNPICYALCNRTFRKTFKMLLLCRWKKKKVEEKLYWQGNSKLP
M4 antag: human M4 muscarinic receptor antagonists, primary screen, CHO cells, Fluo-8 calcium fluorescence. CHO-hM4 cells, ACh EC80. AID 624125, 2012. inhibition, % at 3 µM. hit rate 0.73% among 360,000. Muscarinic acetylcholine receptor M4 (Homo sapiens), P08173;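 active = inhibition above its plate's cutoff, the mean inhibition of sample wells plus 3 SD, cut at about 27% in these data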;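 note: 0% = acetylcholine EC80 with DMSO and 100% = DMSO without agonist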
Target sequence (P08173 whole entry, looked up): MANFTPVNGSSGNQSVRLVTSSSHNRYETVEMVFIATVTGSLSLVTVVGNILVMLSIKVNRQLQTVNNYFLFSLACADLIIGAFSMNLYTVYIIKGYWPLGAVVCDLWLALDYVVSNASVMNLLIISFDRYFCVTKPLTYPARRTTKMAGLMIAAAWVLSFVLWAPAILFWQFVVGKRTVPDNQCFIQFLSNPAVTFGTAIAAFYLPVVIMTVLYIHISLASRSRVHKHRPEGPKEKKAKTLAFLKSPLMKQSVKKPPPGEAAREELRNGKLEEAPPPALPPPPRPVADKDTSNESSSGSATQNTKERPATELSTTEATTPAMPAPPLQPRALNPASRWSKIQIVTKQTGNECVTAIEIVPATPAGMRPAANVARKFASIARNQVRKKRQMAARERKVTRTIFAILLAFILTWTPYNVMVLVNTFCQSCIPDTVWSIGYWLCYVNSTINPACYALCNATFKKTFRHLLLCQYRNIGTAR
M1 PAM parental: nonselective calcium activators in parental CHO-K1 cells, primary screen, counter-screen for M1 PAM project, cell-based, Fluo-8 calcium fluorescence, full deck, 1536-well. activation, % at 3 µM. hit rate 0.02% among 360,000. ATP EC20; 0% at ATP EC20, 100% at ATP max;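 active = activation above the run cutoff, the mean activation of all test compounds plus 3 SD, cut at about 40% in these data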;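 note: peak over basal fluorescence ratio in a 140 s read after ATP addition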
M4 PAM: human M4 muscarinic receptor positive allosteric modulators, primary screen, CHO-K1 cells, Fluo-8 calcium fluorescence | CHO-K1 hM4/Gqi5, ACh EC20; 0% = ACh EC20, 100% = maximal ACh | Muscarinic acetylcholine receptor M4 (Homo sapiens), P08173 | hit rate 0.4% among 360,000 | activation, % at 3 µM;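 active = activation above its plate's cutoff, the mean activation of sample wells plus 3 SD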; note: some results filed as inactive read as strong as hits
CHO-K1 Ca ag: counter-screen for M1 agonists: effect in parental CHO-K1 cells; Fluo-8 calcium fluorescence; scaled to maximal ATP response, vehicle zero; activation, % at 3 µM; hit rate 0.48% among 360,000; in the data active = activation above about 15%;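 note: untransfected CHO-K1 host cells lacking M1 receptor as counterscreen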
CHO-K1 Ca antag: counter-screen for M1 antagonists: effect in parental CHO-K1 cells; hit rate 0.6% among 360,000; ATP-induced calcium, Fluo-8 fluorescence; inhibition, % at 3 µM;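 active = inhibition above a per-plate cutoff, the plate's mean sample inhibition plus 3 SD, cut at about 24% in these data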;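 note: 0% = DMSO plus EC80 ATP and 100% = DMSO alone without ATP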
M4 ag: human M4 muscarinic receptor agonists, primary screen, CHO-K1 cells, Fluo-8 calcium fluorescence; Muscarinic acetylcholine receptor M4 (Homo sapiens), P08173; CHO-K1 hM4/Gqi5; vehicle 0%, full acetylcholine response 100%; activation, % at 3 µM; hit rate 0.14% among 360,000; AID 624127, 2012;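 active = activation above the run mean over all test wells plus 3 SD, cut at about 32% in these data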;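 note: peak over basal fluorescence ratio per well then scaled between controls; 0% = DMSO wells and 100% = acetylcholine at EC100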
CHRM5 antagonist: human M5 muscarinic receptor antagonists, primary screen, CHO cells, Fluo-8 calcium fluorescence | inhibition, % at 3 µM | CHO-hM5 cells, ACh EC80 | Muscarinic acetylcholine receptor M5 (Homo sapiens), P08912 | hit rate 0.59% among 360,000;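 active = inhibition above a per-plate cutoff, the mean of that plate's test compounds plus 3 SD, cut at about 27% in these data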;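 note: 0% = acetylcholine EC80 with DMSO and 100% = DMSO without agonist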
M5 PAM: human M5 muscarinic receptor positive allosteric modulators, primary screen, CHO-K1 cells, Fluo-8 calcium fluorescence; Muscarinic acetylcholine receptor M5 (Homo sapiens), P08912; CHO-K1 hM5, ACh EC20 PAM; 0% = ACh EC20, 100% = ACh EC100; activation, % at 3 µM; hit rate 0.3% among 360,000; AID 624038, 2012;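 active = activation above the run cutoff, the mean activation of all test compounds plus 3 SD, cut at about 18% in these data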
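System: CHO-K1 hM5 cells. Reagent: acetylcholine, EC20 level. Compound dosing: single dose, 3 µM nominal final test concentration. Timing: Post-acetylcholine fluorescence recording 140 s. Detection: Fluo-8 calcium fluorescence. Read-out: % activation, ACh-normalized. Benchmarks: ACh EC20 and EC100 wells. Repeats: singlicate, one well per test compound.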
* marks the source's active call; other numbers are inactive results.

#1 Cc1ccc(OCc2nn3c(-c4ccco4)nnc3s2)cc1
#2 Cc1ccc(C(=O)Nc2nnc(CC(=O)N/N=C/c3ccc(O)c(O)c3)s2)cc1
#3 Cc1ccc(-c2nnc(SCC(=O)N/N=C/c3c(C)nn(-c4ccccc4)c3C)n2-c2ccc(C)cc2)cc1
#4 CCCNC(=O)c1cc(C2CCCCN2S(=O)(=O)c2ccccc2)on1 (stereo unspecified)
#5 Clc1ccc(C2=Nn3c(nnc3-c3cccnc3)SC2)s1
#6 O=C(Nc1ccccc1)c1ccc2c(c1)OCCO2
#7 COc1ccc2nc(NS(=O)(=O)c3ccc(NC(C)=O)cc3)sc2c1
#8 Cc1ccc(C)c(Cn2c3ccccc3c3cnn(CC(=O)NCc4ccccn4)c(=O)c32)c1
Compound	1	2	3	4	5	6	7	8
CHRM5 agonist	-2	-2	-3	0	3	-1	4	4
M4 antag	3	4	2	-5	8	12	4	-9
M1 PAM parental	2	6	11	-9	-5	20	-12	9
M4 PAM	4	-3	0	3	-3	5	-4	-1
CHO-K1 Ca ag	-0.1	1.2	-0.1	-0.3	-0.1	0.8	-0.1	0.6
CHO-K1 Ca antag	5	-12	-2	5	27*	-7	-5	-6
M4 ag	0	0	0	-1	1	0	1	0
CHRM5 antagonist	-9	-1	0	-6	4	2	-3	-17
M5 PAM	13	4	3	3	-4	-1	0	11

#9 CCC[C@@H](CN1CCC[C@H]1CN1C(N)=NC[C@@H]1Cc1ccccc1)N1C[C@@H]([C@H](C)CC)N(CCc2ccc(Cl)c(Cl)c2)C1=N
#10 O=C(N/N=C\c1ccc(-c2ccc([N+](=O)[O-])cc2)o1)C1COc2ccccc2O1 (stereo unspecified)
#11 CCn1cc([N+](=O)[O-])c(C(=O)Nc2ccc(Br)cn2)n1
#12 O=C(N=NC(=O)c1ccc2c(O)n(C3CCCCC3)c(O)c2c1)c1cccnc1
#13 CCOC(=O)c1ccccc1NC(=O)N[C@@H](C)C(=O)OC
#14 CCC(C)(C)NC(=O)C(OC(=O)c1ccco1)c1ccccc1F (stereo unspecified)
#15 COc1ccc(NC(=O)CSc2nc3ccc(Nc4nc(N5CCOCC5)nc(N5CCOCC5)n4)cc3s2)cc1
#16 Cc1ncc(CN2CCN(Cc3ccccc3)C(CCO)C2)s1 (stereo unspecified)
Compound	9	10	11	12	13	14	15	16
CHRM5 agonist	-8	1	-1	5	4	-1	2	-3
M4 antag	8	-3	10	-1	0	8	6	-4
M1 PAM parental	-11	28	6	17	20	4	1	18
M4 PAM	-11	3	5	-5	5	-3	-1	3
CHO-K1 Ca ag	-0.3	1.3	-0.4	6.1	0.1	0.1	0.9	0.4
CHO-K1 Ca antag	2	-11	1	-5	-17	9	-12	-10
M4 ag	1	1	1	12	0	2	3	1
CHRM5 antagonist	-1	3	-6	7	0	4	-2	8
M5 PAM	-18	3	-2	-8	1	-2	4	1

#17 CCc1ccccc1NC(=O)C1CCN(c2cnccn2)CC1
#18 CCOC(=O)N1CCN(C(=O)c2cc3cc(Cl)ccc3[nH]2)CC1
#19 CCOC(=O)c1sc(Nc2ccccc2Cl)nc1C
#20 CC(C)(C)C1CCc2onc(C(=O)N3CCOCC3)c2C1 (stereo unspecified)
#21 CCOc1ccc(NC(=O)C(C)Oc2ccccc2C(=O)Nc2ccc(C)c(Cl)c2)cc1 (stereo unspecified)
#22 CC(C)(C)n1nnnc1C(c1cc2ccccc2o1)N1CCN(C(=O)OCc2ccccc2)CC1 (stereo unspecified)
#23 CC(=O)Nc1ccc(NC(=O)COc2ccc(S(=O)(=O)NC(C)c3ccccc3)cc2)cc1 (stereo unspecified)
#24 COc1ccc(CN(C)C(=O)COC(=O)c2ccc3c(c2)OCO3)cc1OC
Compound	17	18	19	20	21	22	23	24
CHRM5 agonist	-4	0	-8	3	5	-1	2	-2
M4 antag	-2	-7	-9	-2	-7	5	-3	5
M1 PAM parental	6	-8	24	10	6	23	15	3
M4 PAM	8	-4	0	2	8	-5	1	2
CHO-K1 Ca ag	0.8	3.5	1.7	0.4	-0.4	1.2	1.0	0.6
CHO-K1 Ca antag	-11	4	-22	-8	-14	-25	-9	-4
M4 ag	2	2	-2	0	1	2	2	1
CHRM5 antagonist	8	15	1	0	-2	12	8	0
M5 PAM	-1	-7	-8	2	-1	-5	0	0

#25 Cc1cc(C(=O)N2CCN(c3ccc([N+](=O)[O-])cc3)CC2)n[nH]1
#26 CCC(=O)Nc1ccc(C(=O)NNC(=O)COc2cccc(C)c2)cc1
#27 Cc1cc(=O)[nH]c(SCc2cn3ccccc3n2)n1
#28 Cc1nc2c3ccccc3nc(SCC(=O)N3CC(C)CC(C)C3)n2n1 (stereo unspecified)
#29 Cc1cc[n+](CC(=O)c2ccc(NC(=O)c3ccccc3)cc2)c2ccccc12
#30 COc1ccccc1NC(=O)Nc1nc(C(C)(C)C)cs1
#31 COCCCNC(=O)C1CCN(S(=O)(=O)c2ccc3nc4c(c(C(=O)O)c3c2)CCCCC4)CC1
#32 Cc1ccc(S(=O)(=O)N2CCOCC2)cc1NC(=O)CNC1CCCC1
Compound	25	26	27	28	29	30	31	32
CHRM5 agonist	2	-2	5	-1	-13	-8	-3	-5
M4 antag	-17	-4	1	3	10	-16	-1	-1
M1 PAM parental	20	-13	3	21	8	37	6	7
M4 PAM	10	-4	6	-2	-13	4	-1	1
CHO-K1 Ca ag	6.8	-0.2	-0.2	1.2	0.1	31*	0.5	1.0
CHO-K1 Ca antag	-11	14	8	-7	-6	-25	-14	-10
M4 ag	9	0	1	1	1	0	1	1
CHRM5 antagonist	-6	0	-1	3	7	3	-9	6
M5 PAM	-4	-3	3	-5	9	-6	9	1

#33 O=S(=O)(c1ccc(F)cc1)N1CCN=C1SCc1cccnc1
#34 Cc1nnsc1C(=O)N/N=C/c1c(F)cccc1Cl
#35 C[C@H](NC(=O)[C@@H]1Cc2ccccc2CN1C(=O)OC(C)(C)C)C(=O)NC1CCCC1
#36 CCc1cc2c(=O)c(-c3nc4ccccc4n3C)c(C)oc2c(CN2CCCCC2)c1O
#37 CCNC(=O)N1CCC(n2nccc2NC(=O)CCCc2ccccc2)CC1
#38 COc1ccccc1C(=O)NC(CCSC)C(=O)NNC(=O)c1ccc(F)cc1 (stereo unspecified)
#39 O=C(NCc1ccc2c(c1)OCO2)C1CC(c2ccc(Cl)c(Cl)c2)=NO1 (stereo unspecified)
#40 C[C@H](CO)N1C[C@H](C)[C@@H](CN(C)S(C)(=O)=O)Oc2ccc(NS(=O)(=O)c3cn(C)cn3)cc2C1=O
Compound	33	34	35	36	37	38	39	40
CHRM5 agonist	-3	-3	-3	2	-2	-2	6	1
M4 antag	0	-6	1	-1	5	5	-6	-1
M1 PAM parental	7	22	-11	-1	6	7	-5	23
M4 PAM	4	1	-3	-3	1	-1	11	3
CHO-K1 Ca ag	0.3	0.8	-0.6	-0.1	0.8	-0.4	1.4	0.3
CHO-K1 Ca antag	9	-13	0	-8	-7	-8	11	-31
M4 ag	1	1	1	0	2	0	3	0
CHRM5 antagonist	2	4	12	2	-6	-1	-8	-4
M5 PAM	-1	0	-10	2	-1	0	3	5

#41 Cc1ccc(S(=O)(=O)N2CCC(C(=O)N[C@@H](C)C(=O)NCc3ccccc3)CC2)cc1
#42 C=CCNCc1cc(=O)n2c(-c3ccccc3)csc2n1
#43 Cc1cc(C)c2nc(N3CCCC(C(=O)N4CCN(c5ncccn5)CC4)C3)sc2c1 (stereo unspecified)
#44 CSCCC(NC(=O)COc1ccccc1)C(=O)N1CCCC(C)C1 (stereo unspecified)
#45 CCC(C)NC(=O)c1cn(CC)c2ccc(S(=O)(=O)N3CCCCCC3)cc2c1=O (stereo unspecified)
#46 Cc1cc(=O)n(C)c(=O)n1CCCCCCN1CCCC1
#47 O=c1cc(Cl)[nH]c(=O)n1Cc1ccccc1
#48 Cn1ncc(Cl)c(Oc2ccccc2)c1=O
Compound	41	42	43	44	45	46	47	48
CHRM5 agonist	-5	-8	-2	-3	-2	-5	-4	2
M4 antag	-7	2	5	-6	-11	13	-1	8
M1 PAM parental	19	12	-6	2	6	17	5	13
M4 PAM	6	-3	-3	3	0	-3	-2	-3
CHO-K1 Ca ag	0.1	7.6	-0.2	0.3	1.0	0.3	0.3	0.1
CHO-K1 Ca antag	-1	-1	12	-4	-12	-3	0	-6
M4 ag	1	-1	-1	1	2	-1	-1	0
CHRM5 antagonist	-7	6	2	0	3	-4	1	7
M5 PAM	5	-13	-1	-2	-2	7	6	1

#49 CCc1cc(C(=O)N2CCN(c3ccccc3OC)CC2)sc1C
#50 CCOC(=O)Cc1c(C)c2c(C)[nH]nc2oc1=O
#51 O=C(NCC(c1ccco1)N1CCOCC1)c1ccc(F)cc1 (stereo unspecified)
#52 NC(=S)N/N=C/c1ccc2c(c1)OCCO2
#53 COc1cccc(NC(=O)CN(C)C(=O)/C=C/c2cn(-c3ccccc3)nc2-c2ccc(C)cc2)c1
#54 Cn1c(=O)c(=O)n(C)c2cc(S(=O)(=O)NCc3ccc(Cl)cc3)ccc21
#55 CCc1cccc(NC(=O)COC(=O)/C=C/c2cccs2)c1
Compound	49	50	51	52	53	54	55
CHRM5 agonist	1	0	3	-1	-1	-2	-1
M4 antag	2	-15	4	2	-1	2	-9
M1 PAM parental	-7	13	-11	9	13	23	6
M4 PAM	-3	14	-1	4	3	-3	2
CHO-K1 Ca ag	1.2	-0.1	0.2	0.2	1.5	0.9	0.9
CHO-K1 Ca antag	-14	-7	10	-13	3	-16	-6
M4 ag	2	0	0	1	4	1	1
CHRM5 antagonist	16	-7	3	1	3	5	-5
M5 PAM	-4	4	-1	2	-2	3	5
